Screens (PubChem BioAssay)
Sm TGR block: S. mansoni TGR enzyme inhibition | Q962Y6 | purified TGR, DTNB reduction, TNB absorbance 405 nm | Potency, µM (series often up to 114 µM), inactives show at the top dose activity change, negative = inhibition, most hits filed as inhibitors | 360,000 tested, 3% active | AID 485364; further: potency means the concentration at half of the fitted maximal effect; nearly all actives have a fitted effect of over 60% in size
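TGR 20 nM + NADPH 100 uM (dispensed conc.), cpd preinc 15 min RT; start with NADPH (500 uM addition) then DTNB (15 mM addition). Kinetic TNB absorbance, 405 nm filter. Four-parameter Hill fit across titration.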
AMA1-RON2 inh: disrupts binding of P. falciparum AMA1 to RON2 | AlphaScreen AMA1-biotinylated RON2 peptide binding | Potency, µM (series often up to 58.2 µM), for the others: top-dose activity change, negative = inhibition, most hits filed as inhibitors | 360,000 tested, 0.2% active;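 further: potency means the concentration at half of the fitted maximal effect; 0% = vehicle wells and -100% = peptide control; nearly all actives have a fitted effect of over 45% in size; some results filed as inactive show a strong effect at the top dose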
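AMA1 (3D7) with his tag at 25 nM final met compounds first, then biotinylated RON2 peptide at 25 nM; detection used donor plus acceptor beads, 10 µg/mL apiece, read by AlphaScreen after 30 min at room temperature.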
HCV inh: inhibitors of hepatitis C virus infection | Huh7.5.1 HCVcc-Cre infection, luciferase reporter, 44 h | Potency, µM (titrated, usually from 41.8 µM), without a hit: at the top dose activity change, negative = inhibition, hits mostly inhibitors | 340,000 tested, 3.4% active | AID 651820; further: potency means the concentration at half of the fitted maximal effect
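A cell-based infection assay in which seeded cells (1,000 per well) receive test compound after 4 h, are inoculated with HCVcc-Cre at approximately 0.5 moi, and are incubated 44 h before luminescence detection.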
FBPA Giardia inh: blocks Giardia fructose-bisphosphate aldolase activity | A8B2U2 | Potency, µM (top dose mostly 59.6 µM), without a hit: at the top dose activity, negative = inhibition, most hits filed as inhibitors | purified Giardia FBPA | 290,000 tested, 0.71% active; further: potency means the concentration at half of the fitted maximal effect; nearly all actives have a fitted effect of over 55% in size
Target sequence (A8B2U2 whole entry, looked up): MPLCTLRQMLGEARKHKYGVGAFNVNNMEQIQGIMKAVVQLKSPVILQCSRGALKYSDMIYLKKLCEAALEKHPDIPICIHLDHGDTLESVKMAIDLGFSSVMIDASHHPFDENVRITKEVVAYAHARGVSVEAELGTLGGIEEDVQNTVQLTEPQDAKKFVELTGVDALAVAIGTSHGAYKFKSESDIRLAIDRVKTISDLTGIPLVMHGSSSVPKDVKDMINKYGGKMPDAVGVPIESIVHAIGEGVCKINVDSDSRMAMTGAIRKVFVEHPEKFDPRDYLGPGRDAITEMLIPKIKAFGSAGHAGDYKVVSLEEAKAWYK
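40 nM FBPA preincubated 10 min at RT with compound (up to 57.5 uM final), then substrate plus GAPDH/TPI/NAD/arsenate coupling and diaphorase/resazurin added. Fluorescence read after 20 min at RT, 525/598 nm.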
AmpC detergent: blocks E. coli AmpC beta-lactamase in detergent assay; AmpC hydrolysis of nitrocefin, absorbance 480 nm, 0.01% Triton; P00811; 370,000 tested, 0.041% active; Potency, µM (highest dose often 114 µM), inactives show top-dose activity change, negative = inhibition, actives largely listed as inhibitors;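 further: potency means the concentration at half of the fitted maximal effect; 0% = no-compound wells and -100% = no-enzyme wells; nearly all actives have a fitted effect of over 25% in size; some results filed as inactive show a strong effect at the top dose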
Target sequence (P00811 whole entry, looked up): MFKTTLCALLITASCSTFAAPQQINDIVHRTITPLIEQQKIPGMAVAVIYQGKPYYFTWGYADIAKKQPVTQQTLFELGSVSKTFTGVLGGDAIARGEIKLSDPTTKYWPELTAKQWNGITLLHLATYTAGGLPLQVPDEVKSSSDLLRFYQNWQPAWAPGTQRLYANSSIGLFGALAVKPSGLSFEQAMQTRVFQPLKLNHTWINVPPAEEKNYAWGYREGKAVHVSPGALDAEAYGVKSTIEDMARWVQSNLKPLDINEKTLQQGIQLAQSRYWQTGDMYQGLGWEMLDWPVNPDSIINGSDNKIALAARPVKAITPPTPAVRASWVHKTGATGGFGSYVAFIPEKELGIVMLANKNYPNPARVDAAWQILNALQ
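AmpC (5.3 nM in the dispensed reagent) in 20 mM phosphate pH 7.0 with 0.01% (detergent screen) or 0.0001% Triton X-100 was preincubated with compounds for 15 min at room temperature. Nitrocefin was then added from an 800 uM solution, and hydrolysis was followed at 480 nm.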
HCMV antiviral: blocks human cytomegalovirus replication; HFF cells, HCMV-luciferase reporter, 72 h; active compounds read low; activity change, negative = inhibition, % at 57.5 µM; 410,000 tested, 4.5% active; in the data active means activity change below about -60%; inconclusive means no clear call, values can overlap the other calls; inactive means above about -39%
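Luciferase read-out from HCMV-luciferase-infected HFFs (MOI 1 PFU/cell) 72 h post infection at 37C; compounds added after 16 h cell attachment; activity normalized between buffer-only basal and Salinomycin (10uM) inhibitor controls.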
Starred values were filed as active, the others as inactive; ? = inconclusive; . = no result given; & = joins results of further samples; [ ] = another dose, or the depositor's remark. Unless noted, the call rests on the fitted dose curve; in most records, active means well fitted curve in the direction sought with a large enough effect; inconclusive means small, poorly fitted or top-dose-only effect, or another doubt; inactive means no such curve, though single readings can be large; an effect the other way counts as inactive or inconclusive. Unless noted, on the % scale 0 is the no-effect control and ±100 the full control effect.

1) COCCNC(=O)COc1ccccc1C
2) O=C(Cc1cccc(F)c1F)NC1CCCN(Cc2ccc(Cl)cc2)C1 (centres undefined)
3) Cc1cccc(/C(N)=N/OC(=O)c2ccco2)c1
4) CCOCCCNS(=O)(=O)c1cc(Br)cc2c1N(C(=O)C1CC1)CC2
5) CCn1cc(C(=O)NCCO)c(=O)c2cc(F)c(N3CCN(C)CC3)cc21
6) NC(=S)N/N=C/c1coc2ccccc2c1=O
7) COc1ccc(C2c3c(-c4ccccc4O)n[nH]c3C(=O)N2Cc2ccco2)cc1OC (centres undefined)
8) CCn1c(O)c(N=NC(=O)CNC(=O)Cc2ccccc2)c2ccccc21
9) COc1ccc2nc(NC(=O)c3ccc(NS(=O)(=O)c4cccs4)cc3)sc2c1
10) COc1ccc2[nH]c3c(=O)n(CCN4CCOCC4)cnc3c2c1
Assay by compound	1	2	3	4	5	6	7	8	9	10
Sm TGR block	7%	-15%	4%	6%	-1%	6%	5%	-6%	-10%	7%
AMA1-RON2 inh	-7%	14%	10%	6%	-9%	90%[activator]	75%[activator]	0%	-19%	6%
HCV inh	21%	-8%	-1%	-12%	-5%	12%	-1%	-15%	2%	23%
FBPA Giardia inh	3%	13%	5%	9%	-5%	-6%	-10%	-12%	0%	0%
AmpC detergent	-8%	-6%	-11%	-15%	-2%	-2%	-2%	-11%	?	-6%
HCMV antiviral	-12	-20	41	5	-39	?	-31	-1	-9	-10

11) CCN1CCN(C(=O)/C=C/c2ccc([N+](=O)[O-])cc2)CC1
12) c1cncc(-c2nn3c(Cn4nnc5ccccc54)nnc3s2)c1
13) CCc1ccc(OCCCN=C(C)c2c(O)n(C)c(=O)n(C)c2=O)cc1
14) O=C(O)c1ccc(NCc2nc3ccccc3n2Cc2ccccc2F)cc1
15) COc1cc2[nH]c(=O)c(C(=O)NCc3ccccc3Cl)c(O)c2cc1OC
16) O=C(CN1CCCCCC1)Nc1ccccc1[N+](=O)[O-]
17) Nc1ncccc1OCc1ccc(Br)cc1
18) O=C(O)C(Cc1cccs1)c1cccs1 (centres undefined)
19) O=C(c1ccc2c(c1)N(Cc1ccccc1F)C(=O)c1ccccc1S2=O)N1CCCCC1 (centres undefined)
20) Cc1ccc(C(=O)O/N=C(\N)c2nonc2N)cc1
Assay by compound	11	12	13	14	15	16	17	18	19	20
Sm TGR block	-1%	11%	1%	5%	8%	-1%	-7%	.	0%	-4%
AMA1-RON2 inh	-4%[2.32 µM]	3%	-11%	14%	9%	-5%	-22%	8%	.	4%
HCV inh	?	21%	-28%	-3%	-28%	-10%	-20%	11%	.	-5%
FBPA Giardia inh	-11%	-16%[12.9 µM]	0%	18%	6%	9%	?	.	.	1%
AmpC detergent	-8%	?	?	4%	1%	?	2%	.	-6%	-2%
HCMV antiviral	33	36	-37	6	3	-16	-2	12	34	15

21) O=C(c1ccco1)N(Cc1cccc(Cl)c1)C1CCS(=O)(=O)C1 (centres undefined)
22) O=C(Cn1cc(C(=O)c2cccs2)c2ccccc21)Nc1ccc(Br)cc1
23) Cc1ccc2c(c1)N(CCC(=O)NCC1COc3ccccc3O1)C(=O)CO2 (centres undefined)
24) O=C1C2C3C=CC(C4CC34)C2C(=O)N1Cc1ccco1 (centres undefined)
25) CN1C[C@@H]2C(c3ccc(C(F)(F)F)cc3)C3(c4cccnc4)CC2(C3)[C@H]1c1ccccc1 (some centres undefined)
26) CCNc1nc(NC(C)(C)C)nc(N2CCCCC2)n1
27) CCCOc1ccc(C(=O)CCC(=O)Nc2ccc(N3CCN(C)CC3)cc2)cc1
28) CCOc1cc2[nH]c(=O)n(CCCCC(=O)N3CCN(c4cccc(Cl)c4)CC3)c(=O)c2cc1OCC
29) COc1ccc2cc(C(c3nnnn3CCc3ccccc3)N3CCCC(C)C3)c(=O)[nH]c2c1 (centres undefined)
30) COc1ccc(S(=O)(=O)N(C)CC(=O)N2CCOCC2)cc1
Assay by compound	21	22	23	24	25	26	27	28	29	30
Sm TGR block	9%	-7%	-2%	50µM*	8%	.	-4%	-2%	?	0%
AMA1-RON2 inh	24%	.	2%	15%[11.6 µM]	?	-3%	-12%	.	2%	4%
HCV inh	12%	.	9%	4%	21%	?	4%	.	9%	-1%
FBPA Giardia inh	2%	.	2%	5%	6%&5%	5%	.	.	0%	3%
AmpC detergent	-8%	?	-2%	2%	-1%	-12%	-4%	-2%	-11%	?
HCMV antiviral	46	-23	-16	?	-13	-72*	-26	7	-30	-36

31) Cc1noc(NS(=O)(=O)c2ccc(N/C=C/C(=O)c3ccc4c(c3)OCO4)cc2)c1C
32) Cc1ccccc1-n1nc(C)c2cc(C(=O)NCc3cccnc3)sc21
33) Cc1ccccc1C(=O)NC(NCC1CCCO1)C(Cl)(Cl)Cl (centres undefined)
34) c1ccc(COc2ccccc2CNCc2cccnc2)cc1
35) Cc1ccc(CN2CCSc3ccc(C(=O)N4CCN(c5cc(C)ccc5C)CC4)cc32)cc1
36) CSc1ccc(S(=O)(=O)Nc2cccc(F)c2)cc1
37) C[C@H](CO)N1C[C@H](C)[C@@H](CN(C)S(C)(=O)=O)Oc2ccc(NC(=O)CCC(F)(F)F)cc2C1=O
38) C=CC[N+](C)(C)c1ccc(CCC(=O)CCc2ccc([N+](C)(C)CC=C)cc2)cc1
39) CCn1c(CNC(=O)c2ccc(OC)c(OC)c2)nnc1SCC(=O)Nc1ccccc1
40) COc1cccc(-c2nnc(-c3ccccc3[N+](=O)[O-])o2)c1
Assay by compound	31	32	33	34	35	36	37	38	39	40
Sm TGR block	-32%	-22%	-15%	0%	-2%	3%	.	2%	0%	10%
AMA1-RON2 inh	-6%	0%	-11%	-1%	.	.	5%	-7%	15%	-9%
HCV inh	15%	?	8%	?	.	5%	21%	-4%	20%	-26%
FBPA Giardia inh	.	1%	3%	-20%	.	-1%	.	.	-2%	-3%
AmpC detergent	-1%	-5%	0%	-3%	10%	0%	.	-3%	?	3%
HCMV antiviral	59	1	-22	-30	-11	.	18	2	59	102

41) COc1ccc(CCNC(=O)c2ccc(Cl)cc2)cc1OC
42) CC1=CC(C)C2(COC(=O)Nc3ccccc3)COC(C)C1C2C (centres undefined)
43) COc1cc(NC(=O)CCN2CCN(Cc3ccccc3)CC2)cc(OC)c1
44) CCOC(=O)c1c(C)[n+](-c2ccc(C)cc2)c(CC)c2cc(OC)c(OC)cc12
45) Cc1ccc(/C(O)=C2/C(=O)C(=O)N(CCN3CCOCC3)C2c2cccnc2)cc1 (centres undefined)
46) CCCc1cc(C(=O)N2CCCC(Cc3ccccc3C)(C(=O)OCC)C2)no1 (centres undefined)
47) COc1cccc(-c2nnc(-c3ccccc3NC(=O)c3cccc(C(F)(F)F)c3)o2)c1
48) CC(=O)N1CCOc2ccc(S(=O)(=O)N3CCC(C)CC3)cc21
49) CCCN[C@@H]1C(=O)N2C(C(=O)OCCC)=C(C)CS[C@H]12
50) N/C(=N\OC(=O)/C=C/c1ccccc1Cl)c1ccncc1
Assay by compound	41	42	43	44	45	46	47	48	49	50
Sm TGR block	3%	-2%	-1%	-18%	-19%	0%	-7%	-8%	-10%	-14%
AMA1-RON2 inh	40%[activator]	-16%	-5%	0%	0%	-8%	.	3%	16%	-1%
HCV inh	?	0%	-2%	?	5%&7%	?	.	16%	8%	-10%
FBPA Giardia inh	3%	-6%	-18%	4%	-4%	-5%	.	7%	-13%	4%
AmpC detergent	-1%	-5%	-2%	-1%	?	-1%	-4%	-23%	-2%	-13%
HCMV antiviral	78	-28	4	-81*	10	-40	-13	-2	5	71

The last 4 records of the part before are carried over, then new ones follow.
47) COc1cccc(-c2nnc(-c3ccccc3NC(=O)c3cccc(C(F)(F)F)c3)o2)c1
48) CC(=O)N1CCOc2ccc(S(=O)(=O)N3CCC(C)CC3)cc21
49) CCCN[C@@H]1C(=O)N2C(C(=O)OCCC)=C(C)CS[C@H]12
50) N/C(=N\OC(=O)/C=C/c1ccccc1Cl)c1ccncc1
51) Cc1cc(C)n(-c2nc3ccccc3c(=O)n2OCC(=O)N(C)C)n1
52) COc1cccc(Sc2ccccc2/C=N/NC(N)=O)c1
53) CC(=O)c1c(O)cc(O)c(C(C)=O)c1O
54) CCN(CC)S(=O)(=O)c1ccc(C(=O)NCc2ccc3c(c2)cc(C)n3C)cc1
55) Cc1ccc(C(=O)Nc2ccccc2C(=O)N2CC3(C)CC2CC(C)(C)C3)cc1 (centres undefined)
56) Cc1nnc(N2CCC(C(=O)N3CCCCC3)CC2)c2nn(-c3ccc(Cl)cc3)c(C)c12
57) C=CCc1cccc(OC)c1OCCOCCn1ccnc1
58) COc1ccc(-c2noc(N3CCC(C(=O)NCCCN4CCCC(C)C4)CC3)n2)cc1 (centres undefined)
59) COc1ccc(/C=N/NC(=O)C2COc3ccccc3O2)cc1OC (centres undefined)
60) Cc1ccc(-c2nn3c(C)nnc3s2)cc1NC(=O)c1cccnc1
Assay by compound	47	48	49	50	51	52	53	54	55	56	57	58	59	60
Sm TGR block	-7%	-8%	-10%	-14%	14%	0%	9%	4%	0%	-7%&-1%	-3%	1%	4%[57.1 µM]	0%
AMA1-RON2 inh	.	3%	16%	-1%	-3%	-2%	-3%	?	-12%	6%	-24%	1%	55%[activator]	4%
HCV inh	.	16%	8%	-10%	11%	?	3.5µM*	?	-8%	?	12%	?	21%	7%
FBPA Giardia inh	.	7%	-13%	4%	11%	-5%	-9%	-3%	1%	.	?	2%	-1%	-8%
AmpC detergent	-4%	-23%	-2%	-13%	3%	-14%	8%	-13%	-3%	2%&3%	-19%	?	-3%	-15%
HCMV antiviral	-13	-2	5	71	19	-6	.	9	-2	-12	1	-19	-36	112

Sorted by count of non-hydrogen atoms (rising): part of the list above
52) COc1cccc(Sc2ccccc2/C=N/NC(N)=O)c1
51) Cc1cc(C)n(-c2nc3ccccc3c(=O)n2OCC(=O)N(C)C)n1
58) COc1ccc(-c2noc(N3CCC(C(=O)NCCCN4CCCC(C)C4)CC3)n2)cc1 (centres undefined)
Assay by compound	52	51	58
Sm TGR block	0%	14%	1%
AMA1-RON2 inh	-2%	-3%	1%
HCV inh	?	11%	?
FBPA Giardia inh	-5%	11%	2%
AmpC detergent	-14%	3%	?
HCMV antiviral	-6	19	-19
